Glyco luc inh – increase of ERlucT glycosylation luciferase signal, primary screen, N-linked glycosylation inhibitor project, D54 ERlucT cells, luminescence, set 2 | D54 ERlucT glycosylation luciferase reporter, 24 h; percent of 100 nM tunicamycin response | reporter increase, % at 12.5 µM | 360,000 tested, 0.23% active | AID 588692, 2011;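 active means mean luciferase reporter signal, scaled so untreated is 0 and the glycosylation-blocking control 100, at or above a set limit in every replicate; inconclusive means mean reaches the limit but not every replicate does; inactive means mean below the limit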;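 further: luciferase carries N-glycosylation sites so blocking glycosylation raises the light; 0% = median of neutral control wells and 100% = median of 100 nM tunicamycin wells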
CaV13 FRET inh – Primary screen for inhibitors of IQ motif and Ca2+-dependent inactivation inhibitor domain binding in CACNA1D, Förster resonance energy transfer in living cells, …. HEK cells, CFP/YFP FRET ICDI-IQ, plate reader, 10 min; percent FRET-ratio fall versus neutral wells. inhibition, % at 12.3 µM. 340,000 tested, 0.098% active;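 active means mean replicate inhibition of at least 30% and at least 1% of replicates passing that level; inconclusive means only one of the two criteria is met; inactive means neither criterion is met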;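 further: 0% = median of the neutral control wells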
m5-HT2A agonist – mouse Htr2a agonists via beta-arrestin recruitment, primary screen, cell-based, luminescence; 5-hydroxytryptamine receptor 2A (Mus musculus), P35363; CHO-K1 mHTR2A beta-arrestin complementation; percent of 30 µM serotonin response; activation, % at 7.6 µM; 360,000 tested, 0.66% active; AID 624169, 2012;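 active means activation above a run cutoff, the mean activation of all tested compounds plus 3 SD, cut at about 14% in these data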;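 further: 0% = plate median of compound wells and 100% = 30 µM serotonin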
Target sequence (P35363 whole entry, looked up): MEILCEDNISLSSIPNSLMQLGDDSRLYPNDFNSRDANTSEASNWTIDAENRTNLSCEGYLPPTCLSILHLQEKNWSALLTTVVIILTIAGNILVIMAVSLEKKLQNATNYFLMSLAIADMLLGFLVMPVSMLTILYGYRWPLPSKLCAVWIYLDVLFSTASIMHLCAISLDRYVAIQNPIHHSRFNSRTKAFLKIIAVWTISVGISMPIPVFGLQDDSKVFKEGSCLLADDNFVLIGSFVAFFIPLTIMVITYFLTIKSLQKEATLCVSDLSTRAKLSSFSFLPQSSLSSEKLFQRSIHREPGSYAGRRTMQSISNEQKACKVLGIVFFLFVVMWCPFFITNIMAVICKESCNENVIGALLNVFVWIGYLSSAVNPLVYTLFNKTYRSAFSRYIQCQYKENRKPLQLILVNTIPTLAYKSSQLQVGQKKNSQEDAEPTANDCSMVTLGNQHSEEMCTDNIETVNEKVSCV
Cardio protect – cardioprotection against H2O2-induced cell death, primary screen, uHTS, H9c2 cells, ATPLite luminescence; protection from H2O2 cell death, % at 20 µM; 360,000 tested, 0.63% active; H9c2 cardiomyocytes, H2O2 injury protection, 2 h; AID 588492, 2011;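 active means compounds giving at least 50% protection of heart cells from peroxide-induced death in the single-dose screen, raw or plate-pattern-corrected value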;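 further: 0% = DMSO wells with peroxide and 100% = DMSO wells without peroxide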
ABCB6 inh 2 – ABCB6 transporter inhibitors, primary screen, K562-ABCB6 cells, flow cytometry, MLPCN library. ATP-binding cassette sub-family B member 6 (Homo sapiens), Q9NP58. K562-ABCB6 porphyrin accumulation, 1 h; stronger effect = lower value. fluorescence ratio to DMSO, % at 10 µM. 360,000 tested, 0.19% active. AID 602162, 2011;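 active means fluorescence ratio to DMSO below 75%, the collection mean minus 3 SD; inconclusive means too few cells collected in the well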;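 further: signal is porphyrin accumulated inside mitochondria; 100% equals median channel fluorescence of DMSO control wells; lower ratio means ABCB6 inhibition with less porphyrin fluorescence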
Vif imaging – HIV Vif self-association inhibitors, primary screen, imaging, HEK293T, single point; HEK293T cells, Vif self-association by quenched fluorescence, 24 h; AID 602346, 2012; inhibition, % at 7.49 µM; 340,000 tested, 0.35% active; in the data active means inhibition above about 50%, passing the limit was not always enough; inconclusive means no clear call, values can overlap the other calls; inactive means below about 31%; further: some results filed as inactive read as strong as hits
Exocytosis inh – LAMP-1 surface exposure blockers, TALL-104 cells – cell-based, flow cytometry, MLPCN library, primary screen; 360,000 tested, 0.66% active; AID 651702, 2012; TALL-104 LAMP-1 surface exposure; cells stimulated with thapsigargin and PMA; inhibition, % at 10 µM;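 active means inhibition above about 55%, limit read from the data; inconclusive means no clear call, values can overlap the other calls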
hiPSC survival – enhancers of single-cell hiPSC survival, primary screen, ATPlite luminescence; survival enhancement, % at 20 µM; 360,000 tested, 0.044% active; AID 602274, 2012; 100% = ROCK inhibitor wells, 0% = DMSO; in the data active means survival enhancement above about 18%;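 further: cells exposed to compounds for 16 hours before the ATP read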
PDI inh – inhibitors of human PDI, primary screen, biochemical, turbidity, single point, plate reader; inhibition, % at 10 µM; 350,000 tested, 0.052% active; Protein disulfide-isomerase (Homo sapiens), P07237; PDI insulin aggregation turbidity, A650, 90 min;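 active means mean inhibition across replicates of 30% or more, whatever share of single replicates reach that level; inconclusive means mean inhibition below 30% while every single replicate reaches 30%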;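 further: absorbance from insulin aggregation driven by PDI reduction with DTT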
Target sequence (P07237 whole entry, looked up): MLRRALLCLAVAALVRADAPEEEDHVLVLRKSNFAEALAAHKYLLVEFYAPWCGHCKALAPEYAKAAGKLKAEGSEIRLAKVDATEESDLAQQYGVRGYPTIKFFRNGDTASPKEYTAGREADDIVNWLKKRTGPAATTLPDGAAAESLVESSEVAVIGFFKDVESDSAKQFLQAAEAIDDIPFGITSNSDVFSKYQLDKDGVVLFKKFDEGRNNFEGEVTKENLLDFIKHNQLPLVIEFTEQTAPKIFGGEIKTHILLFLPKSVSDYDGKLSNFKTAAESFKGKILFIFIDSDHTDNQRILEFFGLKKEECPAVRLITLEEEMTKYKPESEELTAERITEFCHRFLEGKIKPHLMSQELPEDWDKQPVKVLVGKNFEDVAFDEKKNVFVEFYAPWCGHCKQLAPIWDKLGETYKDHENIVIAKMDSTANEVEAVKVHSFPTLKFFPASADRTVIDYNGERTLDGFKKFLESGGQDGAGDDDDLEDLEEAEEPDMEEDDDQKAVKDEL
aDG glyco act – activators of alpha-DG glycosylation, primary screen, uHTS, Pro5-aDG cells, AlphaScreen; alpha-DG glycosylation AlphaScreen (IIH6); 0% Pro5, 100% B10-LARGE cell signal; 360,000 tested, 0.22% active; AID 624168, 2012; activation, % at 10 µM;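 active means activation of at least 8% versus controls, or a plate z-score of at least 8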;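 further: Pro5 are CHO cells carrying HIG-tagged alpha-DG that lacks glycosylation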
* marks the source's active call; other numbers are inactive results; u = inconclusive; x = no result given.

SMILES	Glyco luc inh	CaV13 FRET inh	m5-HT2A agonist	Cardio protect	ABCB6 inh 2	Vif imaging	Exocytosis inh	hiPSC survival	PDI inh	aDG glyco act
COc1cccc(C(=O)O/N=C/c2ccc(Sc3ccc(C)cc3)nc2)c1	2	0	0	-14	107	-3	-3	-0.8	-6	0.2
O[C@@H]1C[C@H](c2ccc(Cl)cc2)N(CC2CCCCC2)C[C@H]1n1cc(C2CC2)nn1	0	-7	-3	-5	94	0	-2	-0.4	8	-0.2
Cc1cccnc1NC(=O)c1c(O)c2ccccc2n(C)c1=O	0	-1	0	-11	86	x	-3	2.6	-3	-0.1
COC(=O)c1cccc(NC(=O)CN2CCN(Cc3ccccc3)CC2)c1	0	-6	1	14	97	2	0	-0.6	0	0.0
COc1ccccc1CC(=O)NNC(=O)CN(C)S(=O)(=O)c1ccc(Cl)cc1	1	-6	-4	-3	96	-21	13	-0.5	5	-0.2
CCC12CC1(C(=O)OC)C(=O)N1CCc3c([nH]c4ccccc34)C12 (centres undefined)	0	x	37*	-2	95	2	-10	-0.9	x	-0.2
CC(=O)Nc1ccc(NC(=O)C(C)OC(=O)c2ccccc2C(=O)c2ccc(Cl)c([N+](=O)[O-])c2)cc1 (centres undefined)	8	-5	-1	4	95	-7	6	12	-5	0.4
Cc1nn(C(=O)c2nn(C)cc2[N+](=O)[O-])c(C)c1Cl	1	-10	-3	-3	104	3	0	-1.1	-21	-0.2
CCCCCCCCC(=O)NCCOc1ccccc1	3	-5	-5	0	101	3	6	0.8	-5	1.2
N#Cc1ccc(-c2csc(NC(=O)c3ccc(N4C(=O)CCC4=O)cc3)n2)cc1	0	-6	-3	-2	94	-1	-7	-0.8	-3	0.0
COc1ccc(C2=Nn3c(nnc3C3CCCCC3)SC2)cc1OC	-1	-6	7	15	100	-5	4	5.4	-2	-0.4
O=C(CN1C(=O)CC(c2ccccc2)=Nc2ccccc21)NCc1ccco1	0	-6	-2	0	95	-1	-2	1.4	6	-0.1
O=C(CSc1ccc2nnc(-c3ccccn3)n2n1)Nc1ccccc1	7	-10	-3	6	94	-14	-3	0.5	1	-0.2
O=C(NNc1nc2c(F)cc(F)cc2s1)C1COc2ccccc2O1 (centres undefined)	2	1	-3	6	102	2	-3	2.5	-1	0.1
NC(=NC(=O)c1ccc(Cl)cc1)N1N=CCC1c1ccccc1 (centres undefined)	1	3	0	-4	92	4	13	0.1	-12	0.4
COc1ccc(COc2ccc(C3C(S(=O)(=O)c4ccccc4)CON3C)cc2OC)cc1 (centres undefined)	-2	-4	-3	-5	100	1	11	2.6	-1	0.0
CCc1sc(NC(=O)c2cc3ccccc3oc2=O)nc1-c1cccs1	-2	-5	0	-2	94	55*	-1	-0.4	7	0.0
COc1ccc(NC(=O)N2CCCC2C(=O)NCc2cccs2)cc1 (centres undefined)	3	-4	3	4	96	-2	-18	0.9	0	-0.1
CN(C)S(=O)(=O)c1ccc(C(=O)NNC(=O)c2ccccc2-n2cccc2)cc1	2	-14	-2	12	88	-3	0	0.1	0	-0.1
Nc1nonc1C(=O)OCC(=O)c1ccc(Cl)cc1	-1	-2	5	-2	98	-5	3	-0.9	-16	-0.2
COc1cc([N+](=O)[O-])c(OC)cc1SCc1n[nH]c(=S)n1-c1ccc(C)cc1	1	-4	0	4	98	11	5	-0.8	0	0.7
Cc1cc2c(cc1S(=O)(=O)Nc1ccc(OC(F)(F)F)cc1)OCC(=O)N2	-2	-2	-4	-2	99	-4	-1	-0.2	-4	-0.2
CCc1nnc(NC(=O)CN2CCN(c3ccccc3OC)CC2)s1	2	x	0	10	97	23	1	1.2	10	-0.1
NC(=O)C1(N2CCCCC2)CCN(c2ccc3nnc(-c4ccccc4)n3n2)CC1	2	-9	12	18	102	x	-10	0.7	6	0.0
Cc1ccccc1NC1=C/C(=N\S(=O)(=O)c2ccc(C(=O)O)cc2)c2ccccc2C1=O	4	-7	-14	-13	104	7	-2	-0.7	-6	0.5
CCOc1ccc(C2N(c3ccc(F)cc3)C(=O)C3CCCN32)cc1OC (centres undefined)	-2	-10	8	-7	103	12	-3	0.2	x	-0.2
O=C(NC(=S)N(CC1CCC1)CC1CCCO1)c1cccc([N+](=O)[O-])c1 (centres undefined)	1	-15	-6	12	96	-1	1	-0.2	19	0.3
CC(C)COc1ccc(CNC(=S)NCc2ccccc2)cc1	-3	-12	-2	-22	95	4	5	-3.5	-34	0.3
COc1cc(C(=O)Nc2sc3c(c2C#N)CCN(C(C)=O)C3)cc(OC)c1OC	8	-5	3	4	76	2	-2	0.6	-12	0.1
O=C(NCc1ccccc1)C1CCCN(S(=O)(=O)c2ccc(Br)cc2)C1 (centres undefined)	-1	-6	-9	1	97	-3	-5	-0.2	0	0.1
COc1ccccc1NC(=O)C(=O)N/N=C(\C)CC(=O)Nc1ccccc1C(F)(F)F	-1	-5	-4	1	97	0	-4	0.1	-3	-0.2
CCOC(=O)C1C(=O)CC(C)(O)C(C(=O)OCC)C1c1cccc(OC)c1 (centres undefined)	-1	-8	2	4	101	-3	-2	-0.2	-1	-0.2
O=C(Nc1nnc(Cc2ccccc2F)s1)c1ccccc1Cl	-2	-3	5	6	100	-7	-9	-0.5	10	0.0
COC(=O)Cn1c(=O)cnc2ccccc21	0	x	1	8	113	4	2	0.4	-1	-0.2
[N-]=[N+]=CC(=O)C(Cc1ccccc1)N1C(=O)c2ccccc2C1=O (centres undefined)	0	x	-4	5	96	3	-3	4.6	2	0.2
O=C(NCCC1=CCCCC1)c1cc(S(=O)(=O)N2CCOCC2)c(Cl)cc1Cl	0	-6	4	-6	93	x	-4	1.0	3	1.1
CCc1ccc(C(=O)N/N=C/c2ccncc2)s1	-1	x	5	-1	96	3	16	0.6	3	0.1
CC1=CCC(C(=O)O)(C(=O)N/N=C/c2cccs2)C(c2ccc(F)cc2)C1 (centres undefined)	-1	-9	-1	10	101	5	0	0.6	-14	-0.3
CCOc1ccc(N2CC(C(=O)Nc3ccc(S(=O)(=O)NCC4CCCO4)cc3)CC2=O)cc1 (centres undefined)	1	-5	-4	1	103	5	9	0.2	10	0.0
COC(=O)Cn1c2[n+](c3ccccc31)CC(O)CS2 (centres undefined)	1	x	-3	6	101	14	-3	-2.4	1	0.1

2 entries from above, reformatted.
Compound | Glyco luc inh | CaV13 FRET inh | m5-HT2A agonist | Cardio protect | ABCB6 inh 2 | Vif imaging | Exocytosis inh | hiPSC survival | PDI inh | aDG glyco act
O=C(NCCC1=CCCCC1)c1cc(S(=O)(=O)N2CCOCC2)c(Cl)cc1Cl | 0 | -6 | 4 | -6 | 93 | x | -4 | 1.0 | 3 | 1.1
CC1=CCC(C(=O)O)(C(=O)N/N=C/c2cccs2)C(c2ccc(F)cc2)C1 (centres undefined) | -1 | -9 | -1 | 10 | 101 | 5 | 0 | 0.6 | -14 | -0.3

Continuation.
SMILES	Glyco luc inh	CaV13 FRET inh	m5-HT2A agonist	Cardio protect	ABCB6 inh 2	Vif imaging	Exocytosis inh	hiPSC survival	PDI inh	aDG glyco act
COc1ccc(C(=O)N/N=C/c2ccccc2OC(=O)c2ccccc2)cc1	-5	-2	-2	20	95	u	11	0.3	4	0.2
Cc1cccc2sc(NC(=O)CCNS(=O)(=O)c3cccc4nonc34)nc12	-4	-6	9	12	95	-12	3	-0.6	8	0.0
Oc1ccc(-c2nccc(-c3ccc(Br)cc3)n2)cc1	2	-5	-3	6	94	-5	0	-0.6	1	0.4
COc1cc(C(=O)Nc2ccc(NC(=O)c3cccc(Cl)c3)nc2)cc(OC)c1OC	-3	-18	1	68*	93	8	2	-0.2	3	0.1
O=C(c1ccc2c(c1)OCCO2)C1CCN(C(=O)c2ccc(F)cc2)CC1	-2	-4	-3	-7	134	-5	-4	-1.3	2	0.2
CC1CCCCC1NC(=O)COCc1cc(-c2cccs2)on1 (centres undefined)	1	-6	-3	-4	93	-2	-1	-0.6	5	0.3
Cc1ccc(Cn2c(=O)n(Cc3ccco3)c(=O)c3ccccc32)cc1	-4	-5	4	-4	96	9	2	-3.8	-5	-0.1
CC(=O)Nc1cccc(OCC(=O)NS(=O)(=O)c2ccc(C)cc2)c1	0	-6	9	-1	107	11	0	0.1	-3	-0.1
COc1cc(C(=O)OCc2cc3ccccc3[nH]c2=O)cc(OC)c1OC	7	x	3	-13	96	12	-1	5.1	-11	0.1
COc1ccc(C(CNC(=O)C(C)(C)Oc2ccc(Cl)cc2)N2CCCCC2)cc1 (centres undefined)	0	-2	-5	-2	99	-8	5	-0.5	4	1.2
Cc1nc(-[n+]2nc(-c3ccncc3)nn2-c2ccccc2)sc1C	-6	-5	-4	8	101	-4	11	-1.4	x	-0.4
CSc1nc(-c2ccco2)nn1C(=O)c1ccc(C)cc1	-3	-2	5	38	101	9	-4	0.4	x	0.4
CCc1ccc(/C=C2\Oc3c(ccc(O)c3CN3CCN(C)CC3)C2=O)cc1	-2	-35	-3	-6	92	-2	7	0.3	4	0.2
O=C(NCCN=C1NS(=O)(=O)c2ccccc21)c1ccco1	1	-9	-1	10	97	0	-1	-1.3	-2	-0.1
CN(C(=O)CCN1C(=O)c2ccccc2C1=O)c1ccccc1	5	-5	2	8	99	-4	-3	-0.7	3	-0.1
CCn1cc(/C=N\NC(=O)c2ccccc2Cl)cn1	2	-4	-6	12	99	x	1	-0.4	5	-0.2
COc1ccc(NC(=O)C(NC(=O)c2ccccc2)C(C)C)cc1 (centres undefined)	0	-5	-2	2	92	14	3	1.7	-2	0.4
O=C(Nc1ccc2c(c1)OCO2)N1CCN(C(=O)C2CCCO2)CC1 (centres undefined)	3	-5	0	-3	95	-3	2	-2.5	0	-0.1
Cc1ccc(C(=O)NCc2ccncc2)cc1S(=O)(=O)N1CCCCC1	0	-6	0	-4	98	3	-2	-0.4	-2	0.1
CCCNS(=O)(=O)c1ccc(N2CCCC2=O)c([N+](=O)[O-])c1	-1	-3	1	-10	101	-5	4	-0.7	3	0.1
CCOC(=O)/C=C/[C@H]1CCc2cccc(C)c2O1	-1	-4	0	-7	100	-3	0	3.2	-2	0.1
Cc1cc(NC(=O)c2cc(-c3cccc(Cl)c3)on2)no1	-1	-9	4	1	98	3	0	2.6	-8	-0.2
Cc1ccc(NC(=O)CSc2nnc(Cc3ccccc3)o2)c(C)c1	2	-3	-7	-5	99	6	1	-0.4	1	-0.2
COc1ccccc1NS(=O)(=O)c1ccc(C)c(NC(=O)c2c(C)noc2C)c1	3	-3	10	5	94	18	0	0.6	-1	0.0
NC(=O)c1c(NC(=S)Nc2ccc(F)cc2)sc2c1CCCC2	3	-5	-4	-2	101	x	1	-0.2	2	-0.2
